Compound activity (PubChem)
CHT inh – inhibits the human high affinity choline transporter. Q9GZV3. CHT-expressing cells, membrane potential dye, choline response; active compounds read low. B-score at 10 µM. actives 0.86% (n = 310,000);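 active means B-score over 3 SD under the library average, and starting fluorescence ratio not unusually high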;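 further: choline stimulus applied at its EC90 after an EC20 pre-addition; B-score computed on integrated fluorescence ratio after choline addition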
Target sequence (Q9GZV3 whole entry, looked up): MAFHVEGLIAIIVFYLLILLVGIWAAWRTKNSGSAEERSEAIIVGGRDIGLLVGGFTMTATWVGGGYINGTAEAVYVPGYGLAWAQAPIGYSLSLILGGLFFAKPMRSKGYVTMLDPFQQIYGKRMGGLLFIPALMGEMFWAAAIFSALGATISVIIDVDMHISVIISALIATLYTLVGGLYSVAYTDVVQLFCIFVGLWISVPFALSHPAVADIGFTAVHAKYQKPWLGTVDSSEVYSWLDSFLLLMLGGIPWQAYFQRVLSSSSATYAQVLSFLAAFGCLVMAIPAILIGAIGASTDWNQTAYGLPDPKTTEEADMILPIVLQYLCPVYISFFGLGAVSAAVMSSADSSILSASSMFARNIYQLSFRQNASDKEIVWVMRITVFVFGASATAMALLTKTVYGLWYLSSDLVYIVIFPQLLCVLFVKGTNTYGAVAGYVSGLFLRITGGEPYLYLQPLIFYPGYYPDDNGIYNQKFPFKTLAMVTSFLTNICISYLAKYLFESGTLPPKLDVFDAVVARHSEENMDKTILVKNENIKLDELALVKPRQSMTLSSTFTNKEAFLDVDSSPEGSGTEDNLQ
CHT allo act – human CHT allosteric activation | CHT-expressing cells, membrane potential dye, choline EC20; active compounds read high; LV-AA mutant CHT in HEK293 cells | B-score at 10 µM | actives 0.49% (n = 310,000) | AID 488977 | Q9GZV3;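 active means initial fluorescence not abnormally high and integrated response B-score, plate-corrected, over 3 SD above library mean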
* hit, by the source's call; i = inactive.

mol | CHT inh | CHT allo act
CCc1ccc(NC(=O)CS(=O)CC(=O)Nc2ccc(-n3cnnn3)c(C)c2)cc1 (configuration not stated) | i | i
O=C(Nc1cc(Cl)ccc1Oc1ccccc1)c1cnccn1 | i | i
Cc1ccoc1C(=O)Nc1ccc(CC(=O)O)cc1 | i | i
O=C(CSc1nnc2ccc(-c3ccccn3)nn12)Nc1ccccc1 | i | i
CC(C)n1c(=O)c2c(O)cc(=O)oc2c2ccccc21 | i | i
CCN(c1cccc(C)c1)S(=O)(=O)c1cccc2nsnc12 | i | i
CCCCCCCCC(=O)Nc1cc(C)ccc1OC | i | i
O=C(CSCc1ccc([N+](=O)[O-])cc1)Nc1ccccc1C(=O)O | i | i
O=C(Nc1ccc(S(=O)(=O)NC2=NCCCCC2)cc1)c1ccc(Cl)cc1Cl | -12.3* | i
Cc1ccc(NC(=O)c2c(C(F)(F)F)nn(C)c2Cl)cc1C | i | i
Cc1cccc(NC(=O)Cn2cnc3c(oc4ccccc43)c2=O)c1C | i | i
Cc1cccc(NC(=S)NN(Cc2ccccc2)c2ccccc2)c1C | i | i
CN(C(=O)c1ccccn1)c1nnc(-c2cnccn2)s1 | i | i
COP(=O)(OC)C(Nc1cc(Cl)cc(Cl)c1)c1cccc(O)c1 (configuration not stated) | i | i
COc1ccc(/C=N/N2CCOCC2)cc1COc1ccc(F)cc1 | i | i
CSc1ccc(CCNC(=O)c2cccc3c2C(=O)N(C2CCCCC2)C3)cc1 | i | i
COC(=O)CCC(=O)Nc1cccc2ccccc12 | i | i
CC(=O)c1ccc(N=Nc2ccc(N(C)C)cc2)cc1 | i | i
CCCCOC(=O)c1ccc(-c2ccc(/C=N/NC(=S)NCC)o2)cc1 | i | i
COc1ccc(CNC(=O)CCC(=O)n2ncc3cc(C)ccc32)cc1 | i | i
CN(C)S(=O)(=O)c1ccc(C(=O)N2CCN(S(=O)(=O)c3cccs3)CC2)cc1 | i | i
N#CC1(c2ccccc2)CCN(S(=O)(=O)c2ccc(OC(F)(F)F)cc2)CC1 | i | i
CC(Sc1nncs1)C(=O)NCC(=O)Nc1ccc(F)c(F)c1F (configuration not stated) | i | i
CC(C)Cn1c(N)c(C(=O)COC(=O)COc2cccc(C(F)(F)F)c2)c(=O)n(C)c1=O | i | i
CC(C)(C)OC(=O)NCCCC1=CC2=CC(=O)C(C)(O)C(=O)C2=CO1 (configuration not stated) | i | i
Cc1cccc(Nc2nnc(SCc3cc(=O)n4cc(C)ccc4n3)s2)c1 | i | i
COC(=O)c1ccc(NC(=O)C(OC)c2ccccc2)cc1 (configuration not stated) | i | i
CCOC(=O)C/C(C)=N/NC(=O)COc1ccccc1C | i | i
Fc1ccc2c(c1)C(c1cccnc1)=NNC(c1cccs1)=N2 | i | i
COc1ccc(NC(=S)NCc2ccccc2Cl)c(OC)c1 | i | i
CCn1cc(/C=N\NC(=O)c2ccc(Cl)cc2)cn1 | i | i
COc1ccc(/C=C2\CCc3ccccc3C2=O)cc1CN1CCOCC1 | i | i
O=C(c1ccco1)N1CCN(S(=O)(=O)c2ccccc2)CC1 | i | i
O=C(N/N=C/c1ccc(N2CCOCC2)o1)c1cccc([N+](=O)[O-])c1 | i | i
O=C(NCCCN1CCOCC1)c1ccc(Cl)cc1Cl | i | i
CCC1COCCS(=O)(=O)N1Cc1cccc(Cl)c1 (configuration not stated) | i | i
CC(=O)c1cc(-c2ccccc2)n(CC(=O)NCc2cccs2)c1C | i | i
COC(=O)c1ccc(NC(=O)CN2CCN(CC#N)CC2)cc1 | i | i
COc1ccc(OC)c(NC(=O)[C@H]2CC=CC[C@H]2C(=O)O)c1 | i | i
CC(=O)c1ccc(NC(=O)c2cc(C)nc3ccccc23)cc1 | i | i
CCC(C)c1ccccc1OCCCN(C)Cc1ccccc1 (configuration not stated) | i | i
COc1ccc2[nH]c(=O)c(CN(CCc3cccc(C)c3)C(C)=O)cc2c1 | i | i
CCNC(=S)N1CCC(C(=O)c2ccc(Cl)cc2)CC1 | i | i
CCCC(C)c1nnc(NC(=O)CS(=O)(=O)Cc2ccccc2)s1 (configuration not stated) | i | i
O=C(O)CCC(=O)NNC(=O)c1ccc(-c2ccccc2)cc1 | i | i
CCCN(CC1CCCO1)C(=O)c1cc(COc2ccc(F)cc2F)on1 (configuration not stated) | i | i
O=C(COc1cccc2cccnc12)N/N=C1\SCC(=O)N1CCc1ccccc1 | i | i
COc1ccc(NC(=O)CN(C)CC(=O)NCC(=O)Nc2ccc(F)cc2)cc1 | i | i
CCOC(=O)c1c(NC(=O)CS(=O)(=O)c2cn(CC)c3ccccc23)sc2c1CCCC2 | i | i
C=CCN(c1ccc(C(=O)NCCc2ccccc2)cc1)S(C)(=O)=O | i | i
O=C(Nc1ccc2nc(-c3ccc(Br)o3)[nH]c2c1)c1cccs1 | i | i
Cn1c(=O)cc(OCCCC(=O)Nc2cccnc2)c2ccccc21 | i | i
Cc1ccc(Nc2nc(N)nc(CSc3nccn3C)n2)c(C)c1 | i | i
CC(=O)c1ccc(S(=O)(=O)N(CCCO)Cc2cc3cc(C)ccc3[nH]c2=O)cc1 | i | i
Cn1cnc(S(=O)(=O)Nc2cc(-c3ccc(Cl)cc3)nn2C)c1 | i | i
CN(C)n1cnc2ccsc2c1=O | i | i
Cc1ccc(CC2S/C(=C(/C#N)C(=O)NCc3ccco3)N(c3ccccc3)C2=O)cc1 (configuration not stated) | i | i
COc1ccc(S(=O)(=O)N2CCC(C(=O)N3CCCC3)CC2)cc1C | i | i
COc1ccc(-n2nc(C(=O)NCC(=O)NCCC3=CCCCC3)c3ccccc3c2=O)c(OC)c1 | i | i
O=C(Nc1ccnn1C1CCN(Cc2ccccc2OC(F)F)CC1)c1cccnc1 | i | i

Some of these compounds in order of SMILES length, low to high:
mol | CHT inh | CHT allo act
CCCN(CC1CCCO1)C(=O)c1cc(COc2ccc(F)cc2F)on1 (configuration not stated) | i | i
O=C(COc1cccc2cccnc12)N/N=C1\SCC(=O)N1CCc1ccccc1 | i | i
COc1ccc(NC(=O)CN(C)CC(=O)NCC(=O)Nc2ccc(F)cc2)cc1 | i | i

The list continues.
mol | CHT inh | CHT allo act
COc1cc(OC)cc(C(=O)N2CCN(S(C)(=O)=O)CC2)c1 | i | i
CCOc1ccc(C(C)=O)cc1CSc1nnc(-c2ccoc2C)n1N | i | i
Cc1noc(C)c1C(=O)OCC(=O)Nc1ccccc1C(=O)NC(C)c1ccccc1 (configuration not stated) | i | i
COc1cccc(/C=C/C(=O)N2CC(C)OC(C)C2)c1OC (configuration not stated) | i | i
Cc1ccccc1S(=O)(=O)Cc1ccc(C(=O)NCc2cccs2)o1 | i | i
CN1CCCN(C(=O)C2CCCCC2)CC1 | i | i
COc1ccc(NC(=S)NC(=O)c2cncc(Br)c2)cc1 | i | i
COc1ccc(CC(=O)OCC(=O)NC(=O)NC23CC4CC(CC(C4)C2)C3)cc1 | i | i
Cc1ccc(N2CC(C(=O)Nc3nc4ccc(S(C)(=O)=O)cc4s3)CC2=O)cc1 (configuration not stated) | i | i
CC(C)CCOCc1nc2sc3c(c2c(=O)[nH]1)CCC(C)C3 (configuration not stated) | i | i
CC(=O)OC1CC(C)(C)N(OC(=O)c2ccccc2)C(C)(C)C1 | i | i
O=C(NCC1CCCO1)c1cc2cc(F)ccc2[nH]1 (configuration not stated) | i | i
O=Cc1ccc(N2CCCC2)o1 | i | i
COc1c(S(=O)(=O)Nc2cccnc2)ccc(Cl)c1Cl | i | i
Cc1ccc(-n2c(-c3ccncc3)n[nH]c2=S)cc1C | i | i
Cc1noc(NS(=O)(=O)c2ccc(N/C=C\C(=O)c3ccc(Br)cc3)cc2)c1C | i | i
CCN(CC)c1ccc2c(Cl)cc(=O)oc2c1 | i | i
CCCCCc1nc2c(c3c1CCCC3)CCCC2 | i | i
COC(=O)c1cnc(Nc2cc(C)ccc2OC)c2ccccc12 | i | i
Cc1ccc(C)c(N2CCN(C(=O)c3ccc4c(=O)n5c(nc4c3)CCCCC5)CC2)c1 | i | i
COc1ccc(S(=O)(=O)NC2CC(=O)N(c3ccc4c(c3)OCCO4)C2)cc1 (configuration not stated) | i | i
S=C(NCCCN1CCOCC1)NC1CCCC1 | i | i
O=C(Nc1ccc2c(c1)nc1n2CCSC1)c1ccccc1 | i | i
Cc1cccc(NC(=S)Nc2ccc(Cl)c(Cl)c2)c1 | i | i
CC1CCCN(c2nc3c(c(=O)n(C)c(=O)n3C)n2CCSc2nc3ccccc3s2)C1 (configuration not stated) | i | i
CCC(=O)Nc1nnc(SCC(=O)NCC2CCCO2)s1 (configuration not stated) | i | i
Cc1cc(-c2ccccc2)n2ncc(C#N)c2n1 | i | i
CC(NC(=O)c1ccc(N(C)C)c([N+](=O)[O-])c1)c1ccc(-n2ccnc2)cc1 (configuration not stated) | i | i
Cc1nc([N+](=O)[O-])c(C(=O)O)n1C | i | i
CCOC(=O)C1(S(=O)(=O)c2ccc(Cl)cc2)CCN(Cc2ccc(Cl)cc2)CC1 | i | i
CCOC(=O)N1CCN(c2c(Nc3cc(C)[nH]n3)c(=O)c2=O)CC1 | i | i
Cc1cc(=O)[nH]c(Nc2cccc(Cl)c2C)n1 | i | i
NC(=O)c1ccccc1OCC(=O)O | i | i
CN(C)c1nc2c(c(=O)[nH]c(=O)n2C)n1CCCc1ccccc1 | i | i
Cc1ccnc2nc(C(=O)Nc3nc(-c4ccccn4)cs3)nn12 | i | i
C/C(CC(=O)Nc1ccc2c(c1)OCO2)=N\NC(=O)c1ccc(N)cc1 | i | i
CCOC(=O)C1=C(C)NC2=C(C(=O)C(C(=O)OCC)C(c3ccc(OC)cc3)C2)C1c1ccccn1 (configuration not stated) | i | i
CCOc1cccc2c1OC(c1cc(OC)c(OC)c(OC)c1)N1N=C(c3ccc(C)o3)CC21 (configuration not stated) | i | i
CCOC(=O)c1cc(S(=O)(=O)N2CCOCC2)cn1C | i | i
Cc1ccc(C)c(S(=O)(=O)N2CCN(C(=O)c3cc(S(=O)(=O)NCc4ccccc4)ccc3C)CC2)c1 | i | i
CCn1nnc(NC(=O)c2ccc(C(C)(C)C)cc2)n1 | i | i
CCc1ccc(NC(=O)CSc2nnnn2C)cc1 | i | i
CS(=O)(=O)N(CC(=O)Nc1cccc(F)c1)c1cccc([N+](=O)[O-])c1 | i | i
O=C(CN1CCC(n2cnc3cc(F)ccc32)CC1)Nc1ccccc1Br | i | i
CC(C)CC(NC(=O)C1CCC(C)CC1)C(=O)Nc1cccnc1 (configuration not stated) | i | i
CCN(CC)S(=O)(=O)c1ccc(NC(=O)C2c3ccccc3Oc3ccccc32)cc1 | i | i
Cc1cc(NC(=O)C2CCN(S(=O)(=O)Cc3ccccc3)CC2)ccc1-n1cnnn1 | i | i
C/C(=N\NC(=S)NC(C)C)c1ccco1 | i | i
CC[C@H](C)[C@H](NC(=O)CNC(=O)COc1cc2c(c3oc(=O)cc(C)c13)CCC(C)(C)O2)C(=O)O | i | i
O=C(c1ccco1)N1CCN(C2CC(=O)N(c3ccc4c(c3)OCO4)C2=O)CC1 (configuration not stated) | i | i
Cc1cc(N)n2ncc(-c3ccccc3)c2n1 | i | i
O=C(CCS(=O)(=O)c1ccc(Cl)cc1)NCCc1c[nH]c2ccccc12 | i | i
O=C(NC(=S)Nc1ccccc1N1CCCCC1)c1ccc(F)cc1Cl | i | i
COC(=O)c1c(C)c2c(C)cc3ccccn3c-2c1C(=O)OC | i | i
CCOc1c(O)ccc(C2NC(=O)NC(C)=C2C(=O)OC)c1[N+](=O)[O-] (configuration not stated) | i | i
COc1cc(C(=O)N(Cc2ccco2)Cc2cc3ccccc3[nH]c2=O)cc(OC)c1OC | i | i
CCNCCC(CCC(C)C)c1ccc2c(c1)OCO2 (configuration not stated) | i | i
COc1cc(C(=O)OCC(=O)N2c3ccccc3NC(=O)C2(C)C)ccc1OCC(C)C | i | i
COc1cc2sc3ccc(C#Cc4ccccn4)cc3c(=O)c2cc1OC | i | i
Cc1ccc(S(=O)(=O)N2CCCC2CNC(=O)C(=O)NCc2cccs2)cc1 (configuration not stated) | i | i

Quoted at random: 6 records from the list
mol | CHT inh | CHT allo act
O=C(O)CCC(=O)NNC(=O)c1ccc(-c2ccccc2)cc1 | i | i
COc1ccc(/C=C2\CCc3ccccc3C2=O)cc1CN1CCOCC1 | i | i
CCCCOC(=O)c1ccc(-c2ccc(/C=N/NC(=S)NCC)o2)cc1 | i | i
O=C(N/N=C/c1ccc(N2CCOCC2)o1)c1cccc([N+](=O)[O-])c1 | i | i
CS(=O)(=O)N(CC(=O)Nc1cccc(F)c1)c1cccc([N+](=O)[O-])c1 | i | i
O=C(NC(=S)Nc1ccccc1N1CCCCC1)c1ccc(F)cc1Cl | i | i

Continuation.
mol | CHT inh | CHT allo act
COc1ccc(OC)c(-n2c(Cn3c(-c4ccccn4)nc4ccccc43)n[nH]c2=S)c1 | i | i
NNC(=O)/C(=C\c1ccco1)NC(=O)c1ccco1 | i | i
COc1ccc(N(C(=O)CNC(=O)c2ccco2)C(C(=O)NCC2CCCO2)c2ccccc2)cc1 (configuration not stated) | i | i
CCc1ccc(-c2cnc3ccccc3n2)cc1NC(=O)CNC(=O)c1ccccc1 | i | i
NC(=O)c1cc([N+](=O)[O-])ccc1Nc1ccccc1 | i | i
CCN1CCN(C(=O)C2(NC(=O)Nc3cccc(F)c3)CCCCC2)CC1 | i | i
COC(=O)c1cccc(C#CC(NP(=O)(c2ccccc2)c2ccccc2)c2ccccc2)c1 (configuration not stated) | i | i
COc1ccc(C(=O)c2ccc(Cl)cc2)cc1 | i | i
O=C1c2ccccc2C(=O)C1c1nccc2ccccc12 | i | i
